Compound activity as filed in PubChem BioAssay.
IL1B cytotox = HUVEC cytotoxicity counter-screen, IL-1B stimulated | cell count reduction, % at 2 µM | HUVEC cell count loss, Hoechst imaging | 0.41% of 94,000 active;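 active means cell count reduction more than 3 SD above the screen-wide mean, cut at about 70% in these data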;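 further: normalized per plate to untreated control cells as the no-loss baseline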
HUVEC tox TNFa = toxic to HUVEC cells under TNF alpha stimulation. cell count reduction, % at 2 µM. 0.17% of 93,000 active. HUVEC TNFalpha-stimulated, Hoechst cell count, imaging;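 active means cell count reduction exceeding the screen mean by over 5 SD, scaled to untreated wells per plate, cut at about 78% in these data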;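 further: cells counted after 24 h of TNF alpha exposure following the 1 h pretreatment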
H69AR inhibit = growth inhibitors of human H69AR lung tumor cells; H69AR lung tumor viability, ATP luminescence, 72 h; hits give low values; viability, % at 10 µM; 6% of 85,000 active; AID 598;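 active means viability at or below 40%; inactive means viability above 40%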;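 further: multidrug resistant small cell line overexpressing MRP-1 efflux transporter; 100% = mean luminescence of untreated control wells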
VCAM1 TNFa inh = reduces TNF alpha induced VCAM1 expression in HUVEC; HUVEC TNFa-induced VCAM-1 immunofluorescence, high-content imaging; inhibition, % at 2 µM; 0.48% of 95,000 active;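 active means inhibition above the batch mean plus 3 SD, with images confirmed as a hit by eye, cut at about 37% in these data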;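 further: 0% = TNF-stimulated DMSO wells and 100% = unstimulated control wells; not every result past the cut was called active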
PTK2B oligo ant = antagonists of human Pyk2 oligomerization; AID 1347419; 0.83% of 99,000 active; Q293 cells, Pyk2 FERM NanoBiT luminescence; hits give low values; Q14289; z-score (the deposit names both 25 µM and 10 µM);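 active means Z-score of -3 or lower, scaled per plate to the spread of control and sample wells; inactive means z-score above -3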;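 further: negative z-score means lost luminescence so less FERM oligomerization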
Target sequence (Q14289 whole entry, looked up): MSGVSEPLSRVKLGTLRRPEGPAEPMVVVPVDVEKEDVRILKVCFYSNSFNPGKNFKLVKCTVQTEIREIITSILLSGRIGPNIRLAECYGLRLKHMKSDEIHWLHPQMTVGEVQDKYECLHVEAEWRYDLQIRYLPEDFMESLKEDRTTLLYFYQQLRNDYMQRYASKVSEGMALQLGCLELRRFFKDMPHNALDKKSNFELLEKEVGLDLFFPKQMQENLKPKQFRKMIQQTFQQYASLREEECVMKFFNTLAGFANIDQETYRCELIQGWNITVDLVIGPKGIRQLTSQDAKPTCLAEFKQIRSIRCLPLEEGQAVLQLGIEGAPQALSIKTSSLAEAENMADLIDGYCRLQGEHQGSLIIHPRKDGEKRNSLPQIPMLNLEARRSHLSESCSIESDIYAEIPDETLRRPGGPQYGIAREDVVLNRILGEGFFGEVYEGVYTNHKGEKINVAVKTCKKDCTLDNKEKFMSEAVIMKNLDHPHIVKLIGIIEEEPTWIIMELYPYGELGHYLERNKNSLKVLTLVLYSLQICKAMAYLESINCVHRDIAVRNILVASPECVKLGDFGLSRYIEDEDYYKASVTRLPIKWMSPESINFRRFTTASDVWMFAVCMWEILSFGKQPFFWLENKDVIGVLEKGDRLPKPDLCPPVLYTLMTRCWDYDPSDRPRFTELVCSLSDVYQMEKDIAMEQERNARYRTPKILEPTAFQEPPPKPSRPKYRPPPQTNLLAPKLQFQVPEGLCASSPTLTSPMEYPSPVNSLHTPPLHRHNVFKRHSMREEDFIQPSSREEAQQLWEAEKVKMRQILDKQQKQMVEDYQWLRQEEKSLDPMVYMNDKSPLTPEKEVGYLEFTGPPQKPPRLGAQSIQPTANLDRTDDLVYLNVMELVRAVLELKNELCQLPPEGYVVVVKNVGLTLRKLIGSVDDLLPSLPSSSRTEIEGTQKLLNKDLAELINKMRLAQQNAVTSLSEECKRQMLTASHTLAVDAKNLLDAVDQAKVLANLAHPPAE
HUVEC prolif 384 = blocks proliferation of human endothelial cells; HUVEC proliferation, CellTiter-Glo luminescence, 72 h; hits give low values; viability, % at 10 µM (by protocol); 1.1% of 86,000 active;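 active means viability at or below 30%; inactive means viability above 30%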;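 further: 100% = median luminescence of DMSO-only cell control wells on each plate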
Fibroblast inh = blocks proliferation of human lung fibroblasts; 1.1% of 85,000 active; AID 719; viability, % at 10 µM; LL 47 human lung fibroblast viability, ATP luminescence; hits give low values;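 active means viability at or below 50% in the single dose screen; inactive means viability above 50%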;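 further: compound exposure lasted 72 h before the ATP readout; 100% = median luminescence of untreated cell-only wells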
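Benchmarks: Cell-only wells, no compound | Test system: LL 47 human lung fibroblasts, passage 12 or lower | Input: 1,150 cells/well | Measured by: CellTiter-Glo luminescence measuring cellular ATP | Medium: IMEM, 15% FBS supplement | Schedule: Overnight attachment after seeding, then 72 h compound exposure at 37 °C | Doses: Compound addition at 0.1% DMSO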
cytoskel mod = modifiers of cytoskeleton assembly. HUVEC TNFa F-actin phalloidin imaging, high content. inhibition, % at 2 µM. 0.18% of 91,000 active. AID 836;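 active means inhibition above the batch mean plus 3 SD and confirmed as a hit by visual image inspection, cut at about 30% in these data, passing the limit was not always enough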; further: strong numbers were not always called active
Smad3 FoxH1 inh = inhibitors of human Smad3 transcription factor binding. 0.29% of 88,000 active. inhibition, % at 25 µM. AID 630. TR-FRET Smad3/Dy647-FoxH1 peptide binding, europium anti-His;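 active means compounds that reduce the energy-transfer binding signal between the protein and its labelled peptide by more than half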;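 further: 0% = Smad3 plus labelled peptide maximal FRET and 100% = peptide-only background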
* = called active by the depositor; x = not tested or not shown; [ ] = remark or other dose. The list is partial; count on the stated rates, not on these rows.

Order of values: IL1B cytotox, HUVEC tox TNFa, H69AR inhibit, VCAM1 TNFa inh, PTK2B oligo ant, HUVEC prolif 384, Fibroblast inh, cytoskel mod, Smad3 FoxH1 inh
COCCNC(=O)NC(=O)COC(=O)C12CC3CC(CC(NC(C)=O)(C3)C1)C2
 : -5, -6, 98, -4, 0.44, 100, 95, 1, 4
CC(C)Oc1cc(O)c2c(=O)c(-c3ccc(O)cc3)coc2c1
 : x, x, 11*, x, x, 94, 102, x, 7
Cc1ccc(-n2c(SCc3cn4ccsc4n3)nc3ccccc3c2=O)cc1
 : -54, -47, 83, -5, -2.9, 91, 100, 5, 6
Cc1c(NC(=O)C2CC=CCC2C(=O)O)c(=O)n(-c2ccccc2)n1C (stereo not drawn)
 : -4, -4, 102, 12, 1.1, 104, 110, 6, 9
Cc1cc(NC(=O)COC(=O)CSc2nc3cc(Cl)ccc3n2Cc2ccccc2)no1
 : -28, -28, 104, -8, 1.3, 108, 96, 10, 8
COc1cc(C2NC(=O)NC(C)=C2C(=O)OCC2CCCO2)ccc1O (stereo not drawn)
 : -25, -8, 89, -12, 1.6, 102, 105, -9, 7
Cc1ccc(C(CC(=O)N2CCOCC2)c2ccco2)cc1 (stereo not drawn)
 : -30, 1, 88, 25, 0.54, 101, 107, 9, -8
COc1ccc(-c2nnc(SCC(=O)c3ccc(C)o3)o2)cc1
 : -36, -6, 95, -1, 1.6, 102, 101, -6, 8
O=C(Nc1cccc(F)c1)C1CCN(C(=O)Cc2ccccc2)CC1
 : x, x, 88, x, -0.25, 95, 99, x, 19[fluorescence artefact?]
O=S(=O)(N1CCCCC1)N1CCNCC1
 : -79, -35, 100, 9, 1.6, 83, 99, 16, 0
CCCC(c1nnnn1CCOC)N1CCN(C(=O)c2ccco2)CC1 (stereo not drawn)
 : x, 6, 100, -16, 0, 103, 101, 15, 0
Nc1nnc(SCc2ccc(F)cc2Cl)s1
 : -13, -5, 97, 16, 0.03, 99, 106, 9, -10
O=C1O/C(=C\C(=O)N2CCOCC2)c2ccccc21
 : -10, 1, 97, -8, 1.5, 95, 96, -26, 7
COc1cc(C2C(C#N)=C(N)Oc3cc(C)n(Cc4ccccn4)c(=O)c32)cc2c1OCO2 (stereo not drawn)
 : x, x, 80, x, x, 103, 93, x, -1
Cc1cc2c(cc(C(=O)O)n2C)s1
 : -12, -20, 99, -4, 0.5, 91, 91, x, -6
Cc1ccc2c(c1)cc(CN(Cc1cccnc1)C(=O)NCc1ccccc1)c1nnnn12
 : -8, -4, 90, 3, -0.67, 87, 97, 0, 2
Cc1ccc(OC(=O)c2ccc(Br)o2)cc1
 : -23, -26, 81, 7, 0.54, 94, 98, -4, -6
CCOc1cc(CNc2ccc3c(c2)OCCO3)cc(Br)c1OCC(N)=O
 : -14, 4, x, 10, -0.2, x, x, 8, x
CCOc1cc(NC(=S)NCCCN2CCOCC2)c(OCC)cc1NC(=O)CC(C)C
 : 3, -2, x, 13, 0.9, x, x, -7, x
CCC(=O)NC(=Nc1nc2ccccc2s1)NC(=O)CC
 : 39, 0, 96, 4, 0.57, 103, 96, 3, -8
Cn1c(C(=O)OCC(=O)NCc2cccs2)cc2sccc21
 : -11, -32, 89, 10, 1.3, 74, 101, 0, -23
CCC(C)(C)n1nnnc1C(c1ccc(C)cc1)N1CCN(Cc2ccc3c(c2)OCO3)CC1 (stereo not drawn)
 : -17, 1, 94, -17, -1.4, 88, 86, -9, 1[fluorescence artefact?]
CCCOP(=O)(c1ccc(N(C)C)cc1)C(O)c1cc(OC)c(OC)c(OC)c1 (stereo not drawn)
 : 8, -10, 79, 5, -0.19, 96, 103, -37, 2
Cc1cc(C(=O)CCC(=O)N2CCN(S(=O)(=O)c3cccs3)CC2)c(C)s1
 : 15, -8, 79, 2, 1.1, 93, 94, 16, -2
CCC(CC)C(=O)Nc1c2c(nn1-c1ccc(OC)cc1)CS(=O)C2 (stereo not drawn)
 : 7, -29, 93, -2, -0.1, 86, 103, x, -8
CCCCS(=O)(=O)/C=C/[C@H]1[C@H](S(=O)(=O)CCCC)[C@H]2C=C[C@@H]1C2
 : -15, x, 96, 36, 0.56, 108, 116, 4, -6
CC1C=CCC2C(=O)N(c3cccc(C(=O)N4CCCCCC4)c3)C(=O)C12 (stereo not drawn)
 : -7, x, 100, x, 1.1, 92, 98, x, 5
COC(=O)CSc1cc(C)nc(SC)n1
 : -17, -20, 86, -8, 0.95, 98, 104, 4, -11
Cc1ccc(SC(C)C(=O)N2CCCC2)cc1 (stereo not drawn)
 : 2, -4, 93, 2, 0.21, 81, 93, -28, -4
CCn1c(=O)cc(SCC(=O)NCCCN2CCN(c3ccc(F)cc3)CC2)c2ccccc21
 : 39, 4, 80, -4, -0.45, 72, 89, -28, 26[fluorescence artefact?]
Cc1ccc(NCc2nnc(SCC(=O)N3CCc4ccccc43)n2C)cc1
 : 4, -26, 91, 6, 0.42, 90, 94, 15, -14
COc1ccc(CNc2nc(NCc3ccc(OC)cc3)n(C(=O)c3ccccc3[N+](=O)[O-])n2)cc1
 : 8, 4, x, -3, -1.1, x, x, -32, x
COc1ccc(OC)c(C2=NOC(C(=O)Nc3ccccc3SC)C2)c1 (stereo not drawn)
 : -1, 16, 89, 8, -1.2, 96, 91, 4, 6
Cc1cccc(NS(=O)(=O)c2c(C)n[nH]c2C)c1
 : -15, -3, x, 5, -0.89, x, x, -10, x
Cc1ccc2c(c1)cc1c(=O)[nH]ncn12
 : -42, -20, x, 9, 0.04, x, x, 0, x
CCOc1ccc(NC2=NC(C(=O)NCc3ccccc3)CC(=O)N2)cc1 (stereo not drawn)
 : x, x, 99, x, 3.9, 99, 101, x, 10[fluorescence artefact?]
CCOC(=O)c1c(C)oc2c1c(C(c1ccccc1)N1CCOCC1)c(O)c1ccccc12 (stereo not drawn)
 : 2, -6, x, -49, -1.5, x, x, -19, x
Cc1scc(C(=O)N/N=C/c2ccco2)c1C
 : -4, -17, 97, 2, 0.22, 105, 104, -7, 5
C=CCn1c(-c2ccc(S(=O)(=O)N3CCOCC3)cc2)csc1=Nc1ccccc1
 : 1, 21, 49, 4, 0.9, 102, 91, 8, -3
COCCNC(C)C(=O)C12CC3CC(CC(C3)C1)C2 (stereo not drawn)
 : x, x, 100, x, 1.2, 101, 99, x, -3

Three records picked at random from the list so far, as already listed:
Order of values: IL1B cytotox, HUVEC tox TNFa, H69AR inhibit, VCAM1 TNFa inh, PTK2B oligo ant, HUVEC prolif 384, Fibroblast inh, cytoskel mod, Smad3 FoxH1 inh
CCOC(=O)c1c(C)oc2c1c(C(c1ccccc1)N1CCOCC1)c(O)c1ccccc12 (stereo not drawn)
 : 2, -6, x, -49, -1.5, x, x, -19, x
CC1C=CCC2C(=O)N(c3cccc(C(=O)N4CCCCCC4)c3)C(=O)C12 (stereo not drawn)
 : -7, x, 100, x, 1.1, 92, 98, x, 5
Cc1ccc(SC(C)C(=O)N2CCCC2)cc1 (stereo not drawn)
 : 2, -4, 93, 2, 0.21, 81, 93, -28, -4

Later entries.
smiles	IL1B cytotox	HUVEC tox TNFa	H69AR inhibit	VCAM1 TNFa inh	PTK2B oligo ant	HUVEC prolif 384	Fibroblast inh	cytoskel mod	Smad3 FoxH1 inh
O=C(O)c1ccc(S(=O)(=O)c2ccc3c(c2)C(=O)N(CC2CCCO2)C3=O)cc1 (stereo not drawn)	8	48	110	51	0.54	109	102	-9	3
COc1ccc(Cn2c(N)c(C#N)c3nc4ccccc4nc32)cc1	-24	-5	x	-6	-1.2	x	x	0	x
C=CCC1(O)CC(c2ccco2)NC(c2ccco2)C1CCC (stereo not drawn)	0	-12	105	-4	0.92	104	103	8	-5
COc1ccc(OC)c2sc(NC(=O)C3COc4ccccc4O3)nc12 (stereo not drawn)	1	-2	80	-3	x	70	101	-3	9
CCOc1ccccc1NC(=O)Nc1c(C)n(-c2ccccc2)c(=O)n1C	-17	-14	99	-5	0.6	99	106	2	5
COc1ccc(C(c2nnnn2Cc2ccc(F)cc2)N2CCN(c3ccccc3)CC2)cc1 (stereo not drawn)	20	-34	90	1	-3.4*	104	89	-12	15[fluorescence artefact?]
CCCC(=O)NC(C)c1nc2ccccc2n1CC (stereo not drawn)	1	-11	101	8	x	104	105	-1	7
CC(C)c1ccc(-c2nn(-c3ccccc3)cc2C2C(C#N)=C(N)OC3=C2C(=O)CC(C)(C)C3)cc1 (stereo not drawn)	-5	-8	x	12	-0.91	x	x	24	x
Cc1ccnc(NC(=O)CSc2cc(=O)n(C)c3ccccc23)c1	-22	-22	109	-10	-2.1	33	89	12	31[fluorescence artefact?]
CCOc1cc2c3c(c1)C1(OCCO1)C(=O)N3C(C)(C)CC2C (stereo not drawn)	-52	-11	72	10	-0.18	102	98	-13	13
COc1ccc(N2CC(C(=O)OCC(=O)c3cccc(OC)c3)CC2=O)cc1 (stereo not drawn)	1	15	98	18	0.46	99	98	-1	-5
CCOC(=O)c1ccc(N2CC(O)=C(c3nc4ccccc4c(=O)[nH]3)C2=N)cc1	-32	-25	90	9	-0.93	79	104	-3	-5
O=c1c2ccccc2nc2n1C(CSCc1ccc(Cl)cc1Cl)CS2 (stereo not drawn)	-25	-14	x	1	-0.81	x	x	0	x
CC(Sc1ccc2nnc(-c3ccc(F)cc3)n2n1)C(=O)O (stereo not drawn)	x	x	96	x	x	96	91	x	-1
CC(C)c1cc(C(=O)N2CCN(C(c3ccccc3)c3ccccc3)CC2)no1	x	x	98	x	x	102	91	x	-12
CC(C)N=C(NC#N)SCc1ccccc1F	-2	-5	100	4	-0.43	101	97	8	-1
COc1ccc(NC(=O)C(NC(C)=O)C(=O)NCc2ccc(F)cc2)cc1 (stereo not drawn)	4	-2	x	-7	0.4	x	x	-12	x
Cc1nc2c(C)cccn2c1/C(O)=C1\C(=O)C(=O)N(CCN2CCOCC2)C1c1cccs1 (stereo not drawn)	14	-13	90	11	0.9	97	90	-17	-7
N#C/C(=C\c1ccc(-c2ccccc2)o1)C(=O)Nn1cnnc1	-21	-1	x	18	-0.13	x	x	7	x
O=C(c1cc(-c2cccc(O)c2)on1)N1CCCCC1	x	x	102	x	x	106	101	x	0
CCc1ccc(NC(=S)N2CCN(c3cccc(C(F)(F)F)c3)CC2)cc1	-24	-3	x	1	1.9	x	x	-4	x
Cc1ccc(-c2nn(-c3ccccc3)cc2CN(Cc2ccccc2)C(=O)c2ccco2)o1	11	-14	52	2	0.45	48	80	1	1

Another view of part of the listing above:
CCCC(=O)NC(C)c1nc2ccccc2n1CC (stereo not drawn)
  IL1B cytotox: 1
  HUVEC tox TNFa: -11
  H69AR inhibit: 101
  VCAM1 TNFa inh: 8
  PTK2B oligo ant: x
  HUVEC prolif 384: 104
  Fibroblast inh: 105
  cytoskel mod: -1
  Smad3 FoxH1 inh: 7

CC(C)c1ccc(-c2nn(-c3ccccc3)cc2C2C(C#N)=C(N)OC3=C2C(=O)CC(C)(C)C3)cc1 (stereo not drawn)
  IL1B cytotox: -5
  HUVEC tox TNFa: -8
  H69AR inhibit: x
  VCAM1 TNFa inh: 12
  PTK2B oligo ant: -0.91
  HUVEC prolif 384: x
  Fibroblast inh: x
  cytoskel mod: 24
  Smad3 FoxH1 inh: x

Cc1ccnc(NC(=O)CSc2cc(=O)n(C)c3ccccc23)c1
  IL1B cytotox: -22
  HUVEC tox TNFa: -22
  H69AR inhibit: 109
  VCAM1 TNFa inh: -10
  PTK2B oligo ant: -2.1
  HUVEC prolif 384: 33
  Fibroblast inh: 89
  cytoskel mod: 12
  Smad3 FoxH1 inh: 31[fluorescence artefact?]
